ER stress rescue: protection against thapsigargin-triggered cell killing – 384-well, CSM14.1, ATP luminescence, primary screen (AID 1222); CSM14.1 thapsigargin-induced death rescue, ATP luminescence; higher % means a stronger effect; one-dose cellular ATP content (survival), % at 20 µM; EC50 in µM for titrated hits; 190,000 tested, under 10 active;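 active means EC50 below 50 µM in the dose-response confirmation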;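 further: death triggered by thapsigargin at about 15 µM added after 2 h compound pretreatment; cell ATP read after overnight thapsigargin exposure of roughly 18 to 22 hours; normalized against plate controls of thapsigargin alone and 5% DMSO vehicle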
HEK293 NOD2/NF-kB: NOD2 signaling inhibitors, cell-based, luminescence, uHTS, HEK293 (AID 1566); HEK293 NOD2/NF-kB luciferase reporter, luminescence; higher % means a stronger effect; inhibition, % at 4 µM; hits with a dose series show EC50 in µM; 290,000 compounds, 0.63% hits; further: many of its hits are not listed in these tables
XIAP antagonists: small molecules displacing peptide from XIAP – biochemical, IAP family, fluorescence polarization (AID 1018). XIAP BIR domain, fluorescence polarization peptide displacement; higher % means a stronger effect. one-dose displacement, % at 20 µM; IC50 in µM for titrated hits. 200,000 compounds, 0.007% hits; in the data active means displacement above about 50%; further: a part of the inactive calls stands beside numbers as strong as those of hits
Hep lipid drop: modulators of hepatic lipid droplet formation; AML12 mouse hepatocytes, oleate lipid droplets, BODIPY imaging; inhibition, % at 6.5 µM; 240,000 compounds, 0.4% hits;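 active means lipid droplet intensity inhibited by at least 50%, with more than 500 cells counted; inconclusive means wells with under 300 cells, treated as cytotoxic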
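Technique: fluorescence imaging, 20x objective, two fields per well / Assay system: AML12 hepatocytes (mouse) / Measure: % inhibition of lipid droplet signal / Doses: 6.5 µM single-point dosing / Incubation: overnight exposure / Reagent: 100 µM oleic acid challenge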
AID2073: disruptors of CaV2.2 binding to Mint1 – biochemical, HTRF (AID 2073); 290,000 compounds, 0.19% hits; inhibition, % at 20 µM, or IC50 in µM where a hit was titrated; HTRF protein-protein interaction, Mint1-CaV2.2; higher % means a stronger effect; in the data active means inhibition mostly above about 51%, no sharp cut-off; inconclusive means no clear call, values can overlap the other calls; inactive means mostly below about 53%; further: some results filed as inactive read as strong as hits
SIAH1 antagonists: Siah-1 peptide-binding antagonists, primary screen, biochemical, fluorescence polarization, rhodamine-plectin, uHTS (AID 1817); 290,000 compounds, 0.02% hits; displacement, % at 20 µM, or IC50 in µM where a hit was titrated; Siah-1 / rhodamine-plectin peptide fluorescence polarization; higher % means a stronger effect;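 active means displacement of at least 50% at 20 µM, with a fluorescence ratio check between 0.3 and a set limit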;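 further: plate controls were Siah plus tracer with DMSO for no effect and tracer alone without Siah for full effect; strong numbers were not always called active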
LYP inhibition: PTPN22 lymphoid phosphatase activity blockers – biochemical, fluorescence intensity, uHTS (AID 1779); recombinant LYP phosphatase, fluorescence intensity; higher % means a stronger effect; inhibition, % at 11.5 µM; hits with a dose series show IC50 in µM; 290,000 compounds, 0.054% hits;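 further: plate controls were vehicle with enzyme for no effect and no enzyme for full effect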
P. falciparum M17LAP: P. falciparum M17LAP inhibitors, primary screen, biochemical, fluorogenic H-Leu-NHMec substrate, 1536-well (AID 1619); recombinant M17LAP, H-Leu-NHMec fluorogenic kinetic assay; higher % means a stronger effect; one-dose inhibition, % at 30 µM; IC50 in µM for titrated hits; 220,000 compounds, 0.38% hits;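 active means compound inhibiting the enzyme by more than half at any dose during confirmatory dose-response retesting; inconclusive means strong single-dose inhibitors picked by rank but not retested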;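 further: plate controls were full reaction with DMSO carrier for no effect and no enzyme background for full effect; strong numbers were not always called active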
M1AAP inhibition: P. falciparum M1AAP inhibitors, biochemical, fluorogenic H-Leu-NHMec substrate, 1536-well (AID 1445). recombinant M1AAP, H-Leu-NHMec fluorogenic kinetic assay; higher % means a stronger effect. one-dose inhibition, % at 30 µM; IC50 in µM for titrated hits. 220,000 compounds, 0.42% hits;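 active means primary inhibition above the hit cutoff, then over 50% inhibition at one or more dose response concentrations, cut at about 23% in these data, passing the limit was not always enough; inconclusive means conflicting primary data, or primary hits not chosen for dose response; inactive means low primary inhibition, or under 50% at every dose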;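 further: plate controls were DMSO full reaction for no effect and no enzyme background for full effect; strong numbers were not always called active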
Hep lipid drop cells 6.5 µM: also measured in Hep lipid drop; calls as there; cell count; measured here: cell count, cytotoxicity flag;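 cells counted across two imaged fields per well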
An asterisk follows results filed as active; ? = inconclusive; . = not tested or not shown. Unless noted, no stated cut-off is given here; in the data, active means inhibition above about 50%; inactive means the rest. Some of the compounds tested; the hit share may differ from the screen's.

Start of the data: the first 3 compounds, to show the layout:
No.	compound	M1AAP inhibition	LYP inhibition	ER stress rescue	Hep lipid drop cells 6.5 µM	AID2073
1	CCOC(=O)c1nnc(-c2ccccc2)nc1NCc1ccc(Cl)cc1	6%	5%	4.7%	.	7%
2	C=CCn1c(CCC(O)COCCCCC)n[nH]c1=S (stereo not drawn)	1%	-9%	.	741	-21%
3	CC(C)COc1ncnc2c1sc1nc3c(cc12)COC(C)(C)C3	1%	-5%	.	702	1%

No.	SIAH1 antagonists	P. falciparum M17LAP	XIAP antagonists	Hep lipid drop	HEK293 NOD2/NF-kB
1	4%	12%	-4.0%	.	17%
2	12%	11%	.	3	29%
3	-2%	-9%	.	3	-31%

Main list, repeating the preview:
No.	compound	M1AAP inhibition	LYP inhibition	ER stress rescue	Hep lipid drop cells 6.5 µM	AID2073
1	CCOC(=O)c1nnc(-c2ccccc2)nc1NCc1ccc(Cl)cc1	6%	5%	4.7%	.	7%
2	C=CCn1c(CCC(O)COCCCCC)n[nH]c1=S (stereo not drawn)	1%	-9%	.	741	-21%
3	CC(C)COc1ncnc2c1sc1nc3c(cc12)COC(C)(C)C3	1%	-5%	.	702	1%
4	COCCn1nnnc1C(c1cc2c(C)cc(C)cc2[nH]c1=O)N1CCCCCC1 (stereo not drawn)	9%	-4%	2.2%	577	-10%
5	CCn1c(SCC(=O)Nc2ccc3c(c2)OCCO3)nnc1-c1ccccn1	2%	4%	0.2%	.	-10%
6	CCOc1ccc(NC(=S)Nc2ccc(OC(F)(F)F)cc2)cc1	7%	-2%	-0.6%	732	-17%
7	CC12CCC(C(=O)N(CSC(=S)N/N=C\c3ccccc3Cl)C1=O)C2(C)C (stereo not drawn)	-1%	4%	0.9%	759	-7%
8	COc1ccc(CCNc2ccc(C(CC(N)=O)NC(=O)Cc3ccc(Br)cc3)cc2[N+](=O)[O-])cc1 (stereo not drawn)	6%	-8%	.	720	6%
9	CC(C)CNC(=O)COC(=O)c1cncc(Br)c1	0%	-3%	-1.1%	.	8%
10	CC(O)CNCCOc1cccc(Oc2ccccc2)c1 (stereo not drawn)	-1%	-7%	-2.2%	689	-3%
11	Cc1ccc(C(=O)NC(=S)NNC(=O)c2ccc([N+](=O)[O-])cc2)cc1	.	0%	.	769	-10%
12	COc1ccc(C(=O)Nc2cccc(NC(=O)c3cccs3)c2)cc1OC	.	-5%	.	829	12%
13	CCOc1ccc(-c2nnc(SCC(=O)N3CCN(c4ccccc4)CC3)o2)cc1	0%	-3%	.	672	12%
14	CS(=O)(=O)N(CC(=O)NCc1ccncc1)c1cc(Cl)ccc1Cl	.	-1%	-0.5%	728	7%
15	CC1(C)Cc2c(sc3c2C(=O)N(c2ccccc2)C2=NCCN23)CS1	5%	6%	-0.7%	.	0%

No.	SIAH1 antagonists	P. falciparum M17LAP	XIAP antagonists	Hep lipid drop	HEK293 NOD2/NF-kB
1	4%	12%	-4.0%	.	17%
2	12%	11%	.	3	29%
3	-2%	-9%	.	3	-31%
4	25%	3%	-14%	-15	1%
5	1%	7%	-1.8%	.	-5%
6	-1%	-4%	-5.8%	-7	10%
7	-9%	-7%	-3.7%	14	5%
8	9%	-6%	.	26	10%
9	1%	4%	-24%	.	17%
10	3%	9%	-0.5%	14	4%
11	-4%	.	.	12	25%
12	0%	.	.	4	1%
13	-1%	-7%	-8.4%	22	6%
14	0%	.	-2.7%	3	-10%
15	1%	1%	-4.3%	.	5%

(cont.)
No.	compound	M1AAP inhibition	LYP inhibition	ER stress rescue	Hep lipid drop cells 6.5 µM	AID2073
16	NS(=O)(=O)c1ccc(NC(=O)c2ccc(S(=O)(=O)N3CCOCC3)o2)cc1	-5%	-2%	.	689	-2%
17	COC(=O)Cn1nc(-c2ccccc2)c2cc(Cl)ccc21	2%	-7%	-0.9%	784	10%
18	CCOc1cc(NS(=O)(=O)c2ccc(Cl)cc2)c(OCC)cc1NC(=O)CC(C)C	-1%	3%	1.1%	766	34%
19	CCOc1ccc2nc(NC(=O)C3CCCO3)sc2c1 (stereo not drawn)	1%	-6%	-2.3%	694	-6%
20	COc1ccc(N(C(=O)Cn2nnc3ccccc32)C(C(=O)NCc2ccco2)c2cccnc2)cc1 (stereo not drawn)	6%	-4%	-2.8%	.	32%
21	CCOC(=O)c1c(C)[nH]c(C)c1S(=O)(=O)N1CCN(c2cccc(C)c2)C(C)C1 (stereo not drawn)	.	1%	.	751	-9%
22	COC(=O)c1ccc(C(=O)Nc2ccc3c(c2)C(=O)NC3=O)cc1	.	-8%	.	870	39%
23	C/C(=N\N=C(N)N)c1ccc(Cl)cc1	11%	-7%	-2.7%	711	-4%
24	CCOC(=O)c1nnn(CC(=O)Nc2ccccc2)c1C(=O)OCC	-4%	-6%	1.9%	695	-2%
25	O=C(/C=C/Nc1ccccc1OC(F)(F)F)C(F)(F)F	5%	-9%	-1.3%	.	5%
26	Cc1ccccc1NC(=O)CN1C(=O)CSc2ccc(S(=O)(=O)N3CCCCC3)cc21	.	-10%	.	745	-4%
27	CCN1CCc2c(sc(NC(=O)CN3C(=O)c4ccccc4C3=O)c2C(N)=O)C1	5%	-5%	-0.9%	723	-4%
28	COc1ccc(C(=O)N2CCN(c3ccccc3)CC2)cc1S(=O)(=O)N1CCCC1	.	-9%	.	641	4%
29	CC(C)C(c1nnnn1CCc1ccccc1)N1CCN(C(=O)c2ccco2)CC1 (stereo not drawn)	-10%	-13%	2.0%	.	2%
30	COc1cccc(-c2c(NC(=O)c3ccco3)oc3ccc(Cl)cc3c2=O)c1	.	-9%	.	770	9%

No.	SIAH1 antagonists	P. falciparum M17LAP	XIAP antagonists	Hep lipid drop	HEK293 NOD2/NF-kB
16	0%	1%	.	2	-9%
17	0%	-6%	-1.2%	10	-1%
18	2%	6%	-3.3%	46	16%
19	2%	-11%	-3.4%	3	-165%
20	2%	-3%	-0.8%	.	-2%
21	-2%	.	.	-14	-8%
22	14%	.	.	11	-20%
23	-6%	-7%	-2.3%	-7	17%
24	-8%	-3%	-14%	-49	-9%
25	-2%	-10%	-1.7%	.	-2%
26	4%	.	.	-2	3%
27	4%	26%	-6.3%	4	2%
28	-6%	.	.	-1	5%
29	0%	7%	-2.4%	.	12%
30	6%	.	.	-10	7%

The list goes on:
No.	compound	M1AAP inhibition	LYP inhibition	ER stress rescue	Hep lipid drop cells 6.5 µM	AID2073
31	CC1CC(C)CN(S(=O)(=O)c2ccc(Cl)cc2)C1 (stereo not drawn)	.	-8%	.	795	7%
32	COc1ccccc1NC(=O)C1CC(=O)OC1c1ccccc1 (stereo not drawn)	-3%	-4%	2.7%	.	0%
33	CCCCn1c(N)c(NCc2ccccc2OC)c(=O)[nH]c1=O	1%	4%	-1.0%	704	-11%
34	C=C(C)C(=O)Nc1cccc(C2=NOC3(C2)C[C@H](C(N)=O)N(C(=O)CC)C3)c1 (stereo partly drawn)	-5%	8%	.	.	36%
35	Cc1nonc1NC(=O)CSc1nc2ccccc2cc1C#N	1%	5%	0.7%	677	-5%
36	CCN(CC)C(=O)COc1ccc2oc(-c3ccco3)cc(=O)c2c1	11%	-12%	-0.6%	653	22%
37	O=c1[nH]c(=O)n(C2CCCO2)cc1Br (stereo not drawn)	-5%	-1%	1.0%	791	-1%
38	O=C(CCN1CCCCO1)N1CCCC(N2CCN(c3ccc(F)cc3)CC2)C1 (stereo not drawn)	.	-15%	.	689	36%
39	C=CCSc1nc2c(c(=O)[nH]c(=O)n2C)n1CC	3%	0%	.	703	-13%
40	Cc1ccc(S(=O)(=O)N2CCN(C(=O)N3CCCC3)CC2)cc1	.	-14%	.	842	10%
41	CS(=O)c1ccccc1COC(=O)Nc1ccc(Cl)cc1 (stereo not drawn)	10%	-6%	-1.1%	564	3%
42	O=C(O)c1cc([N+](=O)[O-])ccc1NCc1ccccc1Cl	7%	-2%	-1.9%	651	0%
43	CNc1nc(SCC(=O)OC)nc(N2CCOCC2)n1	1%	-6%	-1.1%	.	0%
44	COc1ccc2nc(SCCOC(=O)Nc3ccc(Cl)cc3)nc(C)c2c1	5%	-3%	6.6%	685	-4%
45	CC(C)CN(C(=O)CN1CCN(c2ccc(O)cc2)CC1)c1c(N)n(CC(C)C)c(=O)[nH]c1=O	0%	2%	-1.7%	649	-12%
46	CCOC(=O)c1c(C)cc(C)n2c1nc1ccccc12	7%	-3%	0.0%	.	?
47	Cc1cc(C)n(-c2nc3nonc3nc2-n2nc(C)cc2C)n1	14%	-3%	.	621	10%

No.	SIAH1 antagonists	P. falciparum M17LAP	XIAP antagonists	Hep lipid drop	HEK293 NOD2/NF-kB
31	0%	.	.	-26	5%
32	1%	-2%	-6.2%	.	-7%
33	2%	-3%	-6.9%	0	-1%
34	-12%	3%	.	.	8%
35	3%	10%	-6.1%	8	-29%
36	25%	-23%	-2.2%	-12	-42%
37	1%	3%	21%	0	8%
38	-6%	.	.	15	6%
39	4%	3%	-4.5%	-18	2%
40	2%	.	.	4	17%
41	0%	3%	0.4%	-22	-22%
42	22%	24%	-3.1%	-35	20%
43	-5%	12%	-7.5%	.	4%
44	-6%	0%	-1.4%	3	8%
45	-7%	3%	-38%	4	-13%
46	3%	-4%	-3.2%	.	-2%
47	-1%	21%	-1.5%	17	6%

Pulled one by one from the entries so far (4):
No.	compound	M1AAP inhibition	LYP inhibition	ER stress rescue	Hep lipid drop cells 6.5 µM	AID2073
40	Cc1ccc(S(=O)(=O)N2CCN(C(=O)N3CCCC3)CC2)cc1	.	-14%	.	842	10%
45	CC(C)CN(C(=O)CN1CCN(c2ccc(O)cc2)CC1)c1c(N)n(CC(C)C)c(=O)[nH]c1=O	0%	2%	-1.7%	649	-12%
46	CCOC(=O)c1c(C)cc(C)n2c1nc1ccccc12	7%	-3%	0.0%	.	?
34	C=C(C)C(=O)Nc1cccc(C2=NOC3(C2)C[C@H](C(N)=O)N(C(=O)CC)C3)c1 (stereo partly drawn)	-5%	8%	.	.	36%

No.	SIAH1 antagonists	P. falciparum M17LAP	XIAP antagonists	Hep lipid drop	HEK293 NOD2/NF-kB
40	2%	.	.	4	17%
45	-7%	3%	-38%	4	-13%
46	3%	-4%	-3.2%	.	-2%
34	-12%	3%	.	.	8%

Bioassay records deposited in PubChem by several laboratories.
